CHO parental Ca: ATP-evoked calcium signal inhibitors, parental CHO, primary screen, counter-screen for OX1R antagonist project, cell-based, fluorescence, Fluo-8 calcium dye. parental CHO-K1, ATP-induced calcium, Fluo-8 fluorescence. inhibition, % at 5.6 µM. 330,000 tested, 0.63% active. AID 463079, 2010;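 active = inhibition above that plate's mean sample inhibition plus 3 SD, cut at about 26% in these data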;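 note: 0% = ATP-challenged DMSO wells and 100% = DMSO wells without ATP; some compounds past the cut are filed as inactive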
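Test system: parental CHO cells; detection: calcium-sensitive Fluo-8 fluorescence; evaluation: percent inhibition of calcium signal; also added: ATP as calcium-mobilizing challenge; repeats: one well per compound; control set: ATP-challenged DMSO wells low, unchallenged DMSO wells high; compound: single nominal dose of 5.6 µM per compound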
M1 PAM parental: nonselective calcium activators in parental CHO-K1 cells, primary screen, counter-screen for M1 PAM project, cell-based, Fluo-8 calcium fluorescence, full deck, 1536-well. ATP EC20; 0% at ATP EC20, 100% at ATP max. activation, % at 3 µM. 360,000 tested, 0.02% active. AID 602247, 2012;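 active = activation above the run cutoff, the mean activation of all test compounds plus 3 SD, cut at about 40% in these data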;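 note: peak over basal fluorescence ratio in a 140 s read after ATP addition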
CHO-K1 Ca antag: nonselective inhibitor or artifact in parental CHO-K1 cells; 360,000 tested, 0.6% active; ATP-induced calcium, Fluo-8 fluorescence; inhibition, % at 3 µM;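 active = inhibition above a per-plate cutoff, the plate's mean sample inhibition plus 3 SD, cut at about 24% in these data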;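 note: 0% = DMSO plus EC80 ATP and 100% = DMSO alone without ATP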
GPR7 antagonist: GPR7 receptor antagonists, primary screen, cell-based, fluorescence, single concentration. 290,000 tested, 1.1% active. GPR7-expressing cells, fluorescence antagonist assay. AID 1861, 2009. Neuropeptides B/W receptor type 1 (Homo sapiens), P48145. inhibition, % at 4.4 µM; in the data active = inhibition above about 16%, passing the limit was not always enough;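 note: cells stimulated with the agonist NPW; 0% = agonist with vehicle and 100% = vehicle without agonist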
TAAR1 antagonist: human TAAR1 antagonists, primary screen, Fluo-8 calcium fluorescence, CHO RD-HGA16 cells; AID 624466, 2012; 360,000 tested, 1.5% active; inhibition, % at 3 µM; Trace amine-associated receptor 1 (Homo sapiens), Q96RJ0; antagonist;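 active = inhibition above a per-plate cutoff, the mean inhibition of test compounds on that plate plus 3 SD, cut at about 49% in these data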;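 note: 0% = DMSO plus EC80 beta-PEA response and 100% = DMSO alone without agonist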
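System: RD-HGA16 CHO cells with stable hTAAR1 and Gα16 | Probe or stimulus: EC80 β-phenethylamine stimulus | Dosing: 3 µM, single point | Times: Dye loading 75 min at 37 °C, then 30 min room temperature | Measured by: Fluo-8 calcium-sensitive fluorescence | Read-out basis: % inhibition of agonist calcium response | Replicates: n of 1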
OXTR potentiator: human OXTR potentiators, primary screen, fluorescence, CHO-OTR cells, Fluo-8 calcium; Fluo-8 calcium fluorescence, potentiator mode; 0% = oxytocin EC15, 100% = EC100; activation, % at 3 µM; 320,000 tested, 0.061% active;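 active = activation above that plate's cutoff, the mean activation of tested compounds plus 3 SD, cut at about 6.6% in these data, passing the limit was not always enough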;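 note: 100% uses oxytocin at 75 nM as the full agonist control; some results filed as inactive read as strong as hits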
Target sequence (P30559 whole entry, looked up): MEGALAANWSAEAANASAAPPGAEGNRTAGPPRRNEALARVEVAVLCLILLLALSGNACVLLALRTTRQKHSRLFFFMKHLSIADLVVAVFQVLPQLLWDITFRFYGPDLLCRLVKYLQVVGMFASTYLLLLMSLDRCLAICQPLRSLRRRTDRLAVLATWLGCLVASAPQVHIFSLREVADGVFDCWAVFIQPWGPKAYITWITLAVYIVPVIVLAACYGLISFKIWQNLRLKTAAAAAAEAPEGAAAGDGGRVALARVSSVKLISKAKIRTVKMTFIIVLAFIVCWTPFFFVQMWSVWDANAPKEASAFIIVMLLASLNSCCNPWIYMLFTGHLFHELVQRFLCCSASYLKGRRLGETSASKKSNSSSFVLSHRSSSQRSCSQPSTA
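Measured by – Fluo-8 calcium dye fluorescence · Test system – human OTR in CHO cells · Dosing – one concentration, 3.0 µM compound · Controls – EC15 oxytocin alone as 0%, 75 nM oxytocin as 100% · Evaluation – normalized max/min fluorescence ratio, % activation · Timing – 6 min pre-incubation, 100 s read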
V1aR counter: agonists of human V1a receptor, primary screen, counter-screen for OXTR agonist project, fluorescence, CHO-V1R cells. Fluo-8 calcium fluorescence, agonist mode; 0% DMSO, 100% 3 nM vasopressin. activation, % at 3 µM. 320,000 tested, 0.25% active. AID 2797, 2010;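 active = activation above the mean activation of all tested compounds plus 3 SD, per screening run, cut at about 20% in these data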;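 note: signal is peak over basal fluorescence ratio across a 100 second FLIPR read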
Target sequence (P37288 whole entry, looked up): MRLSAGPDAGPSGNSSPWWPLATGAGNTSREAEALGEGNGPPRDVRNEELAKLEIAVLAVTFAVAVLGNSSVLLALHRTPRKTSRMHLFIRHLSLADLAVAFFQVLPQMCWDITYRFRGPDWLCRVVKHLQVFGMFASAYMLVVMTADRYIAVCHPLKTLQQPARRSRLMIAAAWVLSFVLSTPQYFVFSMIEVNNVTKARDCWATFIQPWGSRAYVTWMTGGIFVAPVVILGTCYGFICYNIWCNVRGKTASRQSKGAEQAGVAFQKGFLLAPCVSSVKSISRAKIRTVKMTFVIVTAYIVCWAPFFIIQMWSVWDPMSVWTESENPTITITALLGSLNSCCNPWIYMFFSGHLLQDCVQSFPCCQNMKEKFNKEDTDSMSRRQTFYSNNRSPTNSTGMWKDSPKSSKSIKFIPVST
OXTR ag: human OXTR agonists, primary screen, fluorescence, CHO-OTR cells, Fluo-8 calcium; Oxytocin receptor (Homo sapiens), P30559; Fluo-8 calcium fluorescence; normalized: DMSO 0%, oxytocin 100%; activation, % at 3 µM; 320,000 tested, 0.32% active; AID 2435, 2010;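 active = activation above the mean of all tested compounds plus 3 SD, cutoff set per screening run, cut at about 20% in these data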;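 note: peak over basal fluorescence ratio from a 100 s FLIPR kinetic read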
M1 ag parental: counter-screen for M1 agonists: effect in parental CHO-K1 cells; Fluo-8 calcium fluorescence; scaled to maximal ATP response, vehicle zero; activation, % at 3 µM; 360,000 tested, 0.48% active; in the data active = activation above about 15%;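 note: untransfected CHO-K1 host cells lacking M1 receptor as counterscreen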
* marks the source's active call; other numbers are inactive results; x = not tested or not shown.

SMILES	CHO parental Ca	M1 PAM parental	CHO-K1 Ca antag	GPR7 antagonist	TAAR1 antagonist	OXTR potentiator	V1aR counter	OXTR ag	M1 ag parental
CCCCOC(=O)/C(=C\c1ccc([N+](=O)[O-])o1)NC(=O)c1ccccc1	-11	21	-10	-5	-1	-12	-0.5	-2.0	0.5
COc1cc(F)ccc1-c1csc(C(O)c2ccccc2)n1 (stereo unspecified)	x	17	-14	x	-12	x	x	x	-0.2
Cc1ccccc1NC(=O)Nc1cc(-c2ccccc2)nn1C	-19	16	1	0	-10	-4	-0.2	2.0	1.2
CCCCS(=O)(=O)C1CCS(=O)(=O)C1 (stereo unspecified)	-5	21	-10	8	-10	-10	0.3	-0.1	0.3
COc1ccc(N2CCN(C(CNC(=O)CC(C)(C)C)c3ccc4c(c3)OCO4)CC2)cc1 (stereo unspecified)	6	-16	-15	-9	-21	-8	-0.4	-1.2	1.5
COc1ccccc1NC(=O)O/N=C(\N)c1ccccc1	2	13	-13	-13	-21	-10	0.4	0.3	0.7
Cc1nn(Cc2ccccc2)c(Cl)c1/C=N/NC(=O)CNc1cccc(C(F)(F)F)c1	-18	4	3	-6	-16	-6	1.7	5.5	0.5
O=C(NC1CCN(Cc2ccccc2)CC1)c1cccc(NS(=O)(=O)c2ccc(Br)cc2)c1	x	3	-11	x	2	x	x	x	6.4
CC1Cc2ccccc2N1C(=O)CN1CCC(n2nnc3cc(C(F)(F)F)ccc32)CC1 (stereo unspecified)	-24	15	2	6	14	-16	6.6	9.3	4.6
O=c1ccc2cc3ccoc3cc2o1	-2	14	0	-2	-22	2	0.1	0.1	0.8
CC(C)NCCCOc1ccc(C(C)(C)c2ccccc2)cc1	-15	-5	3	-9	-1	0	0.7	4.0	0.2
CCC(=O)N(Cc1cc(=O)[nH]c2ccccc12)C1CCCCC1	-4	16	-13	-5	0	-12	0.1	1.0	0.5
CCN(CC)C(=O)[C@H]1C[C@H](CC(=O)NCC23CC4CC(CC(C4)C2)C3)C(=O)N2CCc3c([nH]c4ccc(Cl)cc34)[C@]12C	-17	19	-10	x	-24	x	x	x	0.2
Cc1cc(C)c2cc(C(=O)N3CCC(Cc4ccccc4)CC3)[nH]c2c1	-32	4	-7	-4	-9	-10	-0.1	-1.7	0.8
COc1cc2c(cc1NC(=O)CSCC(=O)O)oc1ccccc12	-4	21	-17	7	2	0	-1.0	-0.2	0.3
N#CCCn1nc(-c2ccc([N+](=O)[O-])cc2)cc1Nc1ccccc1NC(=O)C(F)(F)F	13	-7	15	14	16	-10	9.3	9.9	6.5
CN(CC(=O)Nc1cccc(F)c1)C(=O)c1ccc(OCC2CCCO2)cc1 (stereo unspecified)	-3	5	-8	-3	-22	3	2.0	2.0	2.2
CCOc1cc(C(=O)OCC(=O)Nc2cccc(S(=O)(=O)NC3=NCCCCC3)c2)cc(OCC)c1OCC	-20	1	-13	x	-21	-2	-1.0	-1.0	-0.8
O=C(CN(c1cccc(Cl)c1)S(=O)(=O)c1ccccc1)NN=C1CCCC1	-32	20	-10	-13	10	-11	1.0	-0.9	0.9
CCCC1(C(=O)OC)NC(c2ccco2)C2C(=O)N(C)C(=O)C21 (stereo unspecified)	6	4	-5	-3	-6	-9	0.9	1.1	4.9
COc1cc(OC)cc(OCC(O)Cn2ccnc2C)c1 (stereo unspecified)	-16	14	-7	-9	-8	-3	0.6	0.7	0.8
CC1CCc2sc(C(=O)N3CCC(C(N)=O)CC3)cc2C1 (stereo unspecified)	-8	-2	-16	x	-15	-2	0.3	-0.9	0.0
CCN(C(=O)c1cccc(S(=O)(=O)N2CCc3ccccc32)c1)C1CCS(=O)(=O)C1 (stereo unspecified)	-15	-17	13	x	-2	-2	0.9	-0.2	-0.5
CC(C)(C)C(=O)N1CCN(c2nc3ccc(Cl)cc3s2)CC1	-3	8	-20	-18	22	-21	8.9	6.2	6.1
Cn1c(=O)c(C(=O)NNC(=O)c2ccccc2Cl)c(O)c2ccccc21	5	8	-12	18	-11	-15	2.3	3.5	-0.2
CCC(C)NC(=O)CSc1nc(-c2cccs2)cc(C(F)(F)F)n1 (stereo unspecified)	-7	-2	-10	4	0	-5	-0.5	0.5	0.5
CC1=C(C(=O)OCC2CCCCC2)C(c2ccc(O)cc2)NC(=O)N1 (stereo unspecified)	1	22	-14	2	2	2	0.8	-0.3	2.3
CC1CCC2(CC1)NC(=O)N(NC(=O)CCl)C2=O (stereo unspecified)	-12	0	-2	-3	-5	-2	0.6	1.1	-0.1
COc1ccc(C(=O)NC(C)Cc2c[nH]c3ccccc23)cc1 (stereo unspecified)	x	11	-2	x	-8	x	x	x	1.5
N#Cc1c(/N=C/c2ccc(Br)s2)sc2c1CCC2	x	-1	4	-13	26	x	x	x	-0.3
O=C(NCc1ccoc1)c1ccc(NC(=O)c2ccccc2Cl)cc1	-10	8	-4	17	13	-7	1.0	1.2	0.2
Cc1ccnc(NC(=O)/C=C/c2cccs2)c1	-8	13	-10	-3	11	-4	0.4	-0.8	0.4
COc1ccc2[nH]c(C(=O)Nc3ncc(C)cc3Br)cc2c1	-12	4	-4	4	-12	3	0.9	-0.1	0.7
COc1cccc(CN2CC(C(=O)N(C)CCCC3CCCC3)CCC2=O)c1 (stereo unspecified)	-8	-8	-9	-2	-17	3	1.3	-1.3	1.4
Cc1ccc(F)c(S(=O)(=O)NC(=O)C2(C)CCN2C(=O)Cc2ccsc2)c1 (stereo unspecified)	x	3	9	x	-22	x	x	x	-0.1
COc1cc(C(=O)OC(C)C(=O)NC2CCCCC2C)c([N+](=O)[O-])cc1OC (stereo unspecified)	-27	-17	21	x	-7	2	-1.5	-2.2	0.3
CCOc1ccccc1C(=O)N1CCN(C(c2ccccc2)c2ccccc2)CC1	-18	20	-25	-4	-14	-1	0.5	-1.0	0.5
COc1ccccc1NC(=O)C1=C(C)Nc2nc(-c3cccnc3)nn2C1c1ccccn1 (stereo unspecified)	x	-17	6	x	-26	x	x	x	0.1
COc1ccc(C(=O)N(CN2CCCC2=O)c2ccccc2OC)cc1OC	-5	20	-12	-7	7	1	0.5	1.3	0.6
O=C(NC1(C(F)(F)F)N=C2SCCN2C1=O)c1cccnc1 (stereo unspecified)	7	2	7	-4	-5	-3	-0.9	-1.1	0.1
CCCN(CCC)CCCNC(=O)CNC(=O)c1nn(-c2ccc(OC)cc2)c(=O)c2ccccc12	-4	-5	-6	6	-35	-7	3.0	1.1	0.0
Cc1cc(C)c(NC(=O)CS(=O)CC(=O)Nc2ccc(N3CCOCC3)cc2)c(C)c1 (stereo unspecified)	-11	-6	-3	-14	-18	-3	0.3	0.6	0.2
O=C(CCC1CCCN(Cc2ccc3c(c2)CCO3)C1)NCc1ccc(F)c(F)c1 (stereo unspecified)	-14	-6	12	2	4	-11	-0.8	-0.2	-0.1
COC(=O)COc1cccc2c(=O)n(CC(=O)NCCc3ccc(OC)c(OC)c3)ccc12	2	-5	0	-3	2	-4	0.3	-0.5	0.0
Cc1ccc(SCC(=O)N2CCOCC2)cc1	0	8	-6	-10	-5	1	-0.6	0.3	-0.1
CCC(C)N(NC(C)=O)c1nc(Cl)nc(NC(C)(C)C)n1 (stereo unspecified)	-11	14	-7	-1	1	-2	0.4	-1.9	-0.1
O=C(NCC1CCCO1)C1CCN(C2CCN(C(=O)Cc3ccsc3)CC2)CC1 (stereo unspecified)	-5	13	-14	-4	-11	0	1.0	1.9	0.3
O=C(C[n+]1ccc(/C=N/O)cc1)NCc1ccccc1	-8	8	-13	0	-17	-3	1.0	0.3	1.1
O=C(COC(=O)CCN1C(=O)c2cccc([N+](=O)[O-])c2C1=O)NC1CCS(=O)(=O)C1 (stereo unspecified)	9	3	-10	-5	-8	-1	0.6	1.2	0.7
Cc1c(C(=O)NCc2ccco2)oc2ccc(Br)cc12	x	16	14	x	-10	x	x	x	-0.1
O=C(Cc1ccccc1)NNc1c2ccccc2nc2ccccc12	-19	-7	-14	-9	9	-3	-0.8	-1.5	4.1
CN(C)c1ccc(/C=N/NC(=S)NCc2ccco2)cc1	-6	-1	9	-9	12	-11	-0.3	-1.4	-0.1
Cc1cccc(/C=N/Nc2cc(N3CCOCC3)nc(N3CCOCC3)n2)c1	-11	-10	12	-10	-6	-10	-0.8	-2.1	-0.3
COc1ccc(CNC(=O)C(=O)NCc2ccncc2)cc1	-3	-3	10	3	18	-8	0.2	1.0	-0.6
O=C(Nc1cc(S(=O)(=O)N2CCOCC2)ccc1N1CCCC1)c1ccc(F)cc1	-12	11	-19	x	-1	2	1.1	-0.1	0.6
COC(=O)COc1cc2ccccc2cc1C(=O)Nc1ccccc1	-1	17	6	-11	-4	-2	-0.3	-0.3	9.0
COc1ccc(C(=O)N(Cc2ccco2)Cc2cccs2)c(O)c1	-26	9	-7	-7	7	-20	1.1	3.9	0.3
NC(=O)COC(=O)c1oc2ccccc2c1CSc1ccc(Cl)cc1	-15	7	4	-10	3	-7	-0.1	-1.9	1.8
COc1ccccc1NC1=C(Cl)C(=O)N(c2ccccc2)C1=O	-15	11	-7	-4	5	-6	-0.4	-2.4	0.7
O=C(CCC(=O)NNC(=O)c1ccc(Cl)cc1Cl)NCc1ccccc1	-10	8	-14	x	-4	4	-0.6	-1.1	-0.2
CCN(CC(=O)Nc1c(F)cccc1F)C(=O)/C=C/c1ccc(C)o1	-9	5	-7	x	0	1	-0.2	-0.4	1.5
CCOC(=O)N1CCN(C(c2ccc(F)cc2)c2sc3nc(C)nn3c2O)CC1 (stereo unspecified)	-4	-7	15	-9	0	0	0.5	0.1	3.8

Pulled by compound from the list above, three records:
SMILES	CHO parental Ca	M1 PAM parental	CHO-K1 Ca antag	GPR7 antagonist	TAAR1 antagonist	OXTR potentiator	V1aR counter	OXTR ag	M1 ag parental
CCN(CC(=O)Nc1c(F)cccc1F)C(=O)/C=C/c1ccc(C)o1	-9	5	-7	x	0	1	-0.2	-0.4	1.5
O=C(COC(=O)CCN1C(=O)c2cccc([N+](=O)[O-])c2C1=O)NC1CCS(=O)(=O)C1 (stereo unspecified)	9	3	-10	-5	-8	-1	0.6	1.2	0.7
Cc1c(C(=O)NCc2ccco2)oc2ccc(Br)cc12	x	16	14	x	-10	x	x	x	-0.1

This is a random part of the collection. About 3.5% of those tested had a hit in this group.
